Vif inh: blocks HIV Vif function. HEK293T cells, Vif self-association by quenched fluorescence, imaging, 24 h. inhibition, % at 7.49 µM. hit rate 0.35% among 340,000. AID 602346; in the data active means inhibition above about 50%, passing the limit was not always enough; further: some results filed as inactive read as strong as hits
Glyco luc inh: N-linked glycosylation inhibition; D54 ERlucT glycosylation luciferase reporter, 24 h; percent of 100 nM tunicamycin response; hit rate 0.23% among 360,000; reporter increase, % at 12.5 µM; AID 588692;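 active means mean luciferase reporter signal, scaled so untreated is 0 and the glycosylation-blocking control 100, at or above a set limit in every replicate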;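 further: luciferase carries N-glycosylation sites so blocking glycosylation raises the light; 0% = median of neutral control wells and 100% = median of 100 nM tunicamycin wells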
PDI inh: blocks human protein disulfide isomerase activity; AID 588391; inhibition, % at 10 µM; PDI insulin aggregation turbidity, A650, 90 min; P07237; hit rate 0.052% among 350,000;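 active means mean inhibition across replicates of 30% or more, whatever share of single replicates reach that level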;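 further: absorbance from insulin aggregation driven by PDI reduction with DTT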
Target sequence (P07237 whole entry, looked up): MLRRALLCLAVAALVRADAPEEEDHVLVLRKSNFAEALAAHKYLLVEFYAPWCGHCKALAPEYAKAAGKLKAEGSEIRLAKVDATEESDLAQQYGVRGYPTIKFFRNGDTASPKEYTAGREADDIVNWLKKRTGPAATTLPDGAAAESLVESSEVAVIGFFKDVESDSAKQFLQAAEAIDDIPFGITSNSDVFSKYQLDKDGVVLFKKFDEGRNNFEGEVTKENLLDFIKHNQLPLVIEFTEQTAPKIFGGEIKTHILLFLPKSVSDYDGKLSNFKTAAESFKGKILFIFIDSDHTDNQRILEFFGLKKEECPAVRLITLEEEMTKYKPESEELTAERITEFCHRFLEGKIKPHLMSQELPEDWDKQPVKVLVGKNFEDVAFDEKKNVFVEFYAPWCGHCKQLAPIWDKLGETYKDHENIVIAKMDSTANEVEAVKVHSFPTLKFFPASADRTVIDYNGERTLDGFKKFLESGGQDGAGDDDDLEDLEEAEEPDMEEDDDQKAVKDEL
H9c2 protect: protects H9c2 cardiomyocytes from peroxide injury | H2O2 injury protection, ATPLite, 2 h | protection from H2O2 cell death, % at 20 µM | hit rate 0.63% among 360,000;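 active means compounds giving at least 50% protection of heart cells from peroxide-induced death in the single-dose screen, raw or plate-pattern-corrected value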;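 further: 0% = DMSO wells with peroxide and 100% = DMSO wells without peroxide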
HTR2A ag: activates the mouse 5-HT2A serotonin receptor; activation, % at 7.6 µM; CHO-K1 mHTR2A beta-arrestin complementation, luminescence; percent of 30 µM serotonin response; hit rate 0.66% among 360,000;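 active means activation above a run cutoff, the mean activation of all tested compounds plus 3 SD, cut at about 14% in these data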;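 further: 0% = plate median of compound wells and 100% = 30 µM serotonin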
Target sequence (P35363 whole entry, looked up): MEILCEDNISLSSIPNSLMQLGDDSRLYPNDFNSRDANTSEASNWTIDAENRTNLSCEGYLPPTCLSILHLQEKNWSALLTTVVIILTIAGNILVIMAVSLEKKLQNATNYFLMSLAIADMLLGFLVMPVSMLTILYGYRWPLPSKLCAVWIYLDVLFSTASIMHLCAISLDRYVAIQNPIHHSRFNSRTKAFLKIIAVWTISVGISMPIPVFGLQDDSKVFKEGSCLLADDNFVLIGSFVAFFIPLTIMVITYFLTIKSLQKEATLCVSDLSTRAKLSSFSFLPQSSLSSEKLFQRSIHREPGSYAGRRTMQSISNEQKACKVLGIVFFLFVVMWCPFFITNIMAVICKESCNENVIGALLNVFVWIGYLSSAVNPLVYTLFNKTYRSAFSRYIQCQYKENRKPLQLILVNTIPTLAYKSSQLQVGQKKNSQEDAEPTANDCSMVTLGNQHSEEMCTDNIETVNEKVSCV
ABCB6 inh 2: human ABCB6 transporter inhibition. Q9NP58. K562-ABCB6 porphyrin accumulation, flow cytometry, 1 h; stronger effect = lower value. fluorescence ratio to DMSO, % at 10 µM. hit rate 0.19% among 360,000;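 active means fluorescence ratio to DMSO below 75%, the collection mean minus 3 SD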;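 further: signal is porphyrin accumulated inside mitochondria; 100% equals median channel fluorescence of DMSO control wells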
MC4R antagonist: antagonists of human melanocortin 4 receptor (MC4R); P32245; MC4R-expressing cells, MTII-stimulated cAMP, LANCE TR-FRET; inhibition, % at 6.5 µM; hit rate 0.48% among 360,000; AID 540295;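 active means inhibition above its plate's cutoff, the mean of tested wells on that plate plus 3 SD, cut at about 29% in these data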;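 further: 0% = Melanotan II alone and 100% = Melanotan II plus saturating MCL0020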
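Assay system: U2OS-MC4R stable cell line; Also added: Melanotan II; Technique: Eu-cAMP/anti-cAMP TR-FRET, emission 671 nm; Times: 30-min compound, 1-h challenge, 1-h detection, room temperature.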
aDG glyco act: alpha-DG glycosylation activation; Pro5-aDG cells, alpha-DG glycosylation AlphaScreen (IIH6); 0% Pro5, 100% B10-LARGE cell signal; activation, % at 10 µM; hit rate 0.22% among 360,000; AID 624168;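 active means activation of at least 8% versus controls, or a plate z-score of at least 8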;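 further: Pro5 are CHO cells carrying HIG-tagged alpha-DG that lacks glycosylation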
MC4R ag barr: human MC4R agonism via beta-arrestin; P32245; U2OS MC4R beta-arrestin complementation, luminescence; percent of melanotan II response, DMSO zero; activation, % at 8.9 µM; hit rate 0.98% among 360,000; AID 540308;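 active means activation above a per-plate cutoff, the mean activation of sample wells on that plate plus 3 SD, cut at about 8% in these data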
CaV13 ICDI inh: Disruptors of the CACNA1D IQ motif to Ca2+-dependent inactivation inhibitor domain association, primary screening, Förster resonance energy transfer in intact living …. inhibition, % at 12.3 µM. HEK cells, CFP/YFP FRET ICDI-IQ, plate reader, 10 min; percent FRET-ratio fall versus neutral wells. AID 743397. hit rate 0.098% among 340,000;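 active means mean replicate inhibition of at least 30% and at least 1% of replicates passing that level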;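 further: 0% = median of the neutral control wells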
* marks the source's active call; other numbers are inactive results; i = inactive; / = not tested or not shown. An unsorted share of the library (roughly 3.6% active in at least one column).

#	SMILES	Vif inh	Glyco luc inh	PDI inh	H9c2 protect	HTR2A ag	ABCB6 inh 2	MC4R antagonist	aDG glyco act	MC4R ag barr	CaV13 ICDI inh
1	O=C(CNC(=O)c1ccco1)OCC(=O)c1ccc(Cl)cc1	1	6	-4	-2	1	100	-5	0.0	2.0	-6
2	CC(C)(O)/C=C1/Oc2ccccc2C1N1CCCCC1 (centres undefined)	7	-2	-11	3	-5	100	2	0.2	-0.7	/
3	COc1cccc(C2C(C(=O)Nc3ccccc3)=C(C)N=c3s/c(=C/c4ccc(OCC(=O)O)cc4)c(=O)n32)c1 (centres undefined)	-2	1	9	-2	5	91	4	-0.3	-1.2	-18
4	CN(C)c1cc[n+](CC(=O)c2ccc(Br)cc2)cc1	0	0	10	-1	8	103	0	0.0	-0.2	-2
5	Cc1nnc(N(C)C(=O)c2cnccn2)s1	-4	3	5	-4	5	99	4	-0.3	0.0	-1
6	C=CCSC1=N/C(=C\c2ccsc2)C(=O)S1	20	4	-5	2	-3	97	-6	-0.1	-2.2	/
7	COc1ccc(-c2nnnn2C)cc1S(=O)(=O)NCc1ccccc1	-3	2	3	7	-2	104	11	0.0	-0.5	-9
8	O=C(CCC(=O)Nc1ccc(F)cc1)N/N=C/c1ccccc1	2	2	-2	0	4	98	18	-0.1	-1.1	-19
9	CCOC(=O)C1=C(c2cccc(Oc3ccccc3)c2)NC(=S)NC1C (centres undefined)	-4	-3	5	-17	1	97	8	0.4	-0.9	-1
10	Cc1ccsc1C(=O)N(C)CC(=O)N(CC(C)C)c1c(N)n(CC(C)C)c(=O)[nH]c1=O	5	0	0	6	5	100	7	0.5	-0.7	-16
11	Cc1ccccc1N(C)C(=O)c1coc(=O)c2ccccc12	2	1	4	-2	-7	91	-2	0.4	-1.3	-5
12	Cc1nc2c(O)c3c(c(O)c2nc1C)C1C=CC3CC1	-1	2	5	-15	-5	88	-10	-0.1	0.3	-6
13	Cc1ccc2nc(N(CCCN(C)C)C(=O)CCc3ccccc3)sc2c1	/	0	8	-14	-10	97	-3	3.0	0.0	-3
14	CCc1ccc(NC(=O)c2cc(C)on2)cc1	0	-11	2	-16	0	99	-5	0.0	-0.7	-8
15	O=C(N/N=C/c1c[nH]c2ccccc12)C1CC1(c1ccccc1)c1ccccc1 (centres undefined)	-4	-3	1	-30	3	95	13	1.1	19*	-1

Exported field by field: part of the list above.
[5] Cc1nnc(N(C)C(=O)c2cnccn2)s1
- Vif inh: -4
- Glyco luc inh: 3
- PDI inh: 5
- H9c2 protect: -4
- HTR2A ag: 5
- ABCB6 inh 2: 99
- MC4R antagonist: 4
- aDG glyco act: -0.3
- MC4R ag barr: 0.0
- CaV13 ICDI inh: -1
[6] C=CCSC1=N/C(=C\c2ccsc2)C(=O)S1
- Vif inh: 20
- Glyco luc inh: 4
- PDI inh: -5
- H9c2 protect: 2
- HTR2A ag: -3
- ABCB6 inh 2: 97
- MC4R antagonist: -6
- aDG glyco act: -0.1
- MC4R ag barr: -2.2
- CaV13 ICDI inh: /
[7] COc1ccc(-c2nnnn2C)cc1S(=O)(=O)NCc1ccccc1
- Vif inh: -3
- Glyco luc inh: 2
- PDI inh: 3
- H9c2 protect: 7
- HTR2A ag: -2
- ABCB6 inh 2: 104
- MC4R antagonist: 11
- aDG glyco act: 0.0
- MC4R ag barr: -0.5
- CaV13 ICDI inh: -9
[8] O=C(CCC(=O)Nc1ccc(F)cc1)N/N=C/c1ccccc1
- Vif inh: 2
- Glyco luc inh: 2
- PDI inh: -2
- H9c2 protect: 0
- HTR2A ag: 4
- ABCB6 inh 2: 98
- MC4R antagonist: 18
- aDG glyco act: -0.1
- MC4R ag barr: -1.1
- CaV13 ICDI inh: -19

Later entries:
#	SMILES	Vif inh	Glyco luc inh	PDI inh	H9c2 protect	HTR2A ag	ABCB6 inh 2	MC4R antagonist	aDG glyco act	MC4R ag barr	CaV13 ICDI inh
16	COc1cc2ccccc2cc1C(=O)Nc1ccc2oc(=O)ccc2c1	4	0	-1	0	-3	94	3	0.1	-0.8	-3
17	COc1ccc(CCN(C)CC(O)COc2c(C)ccc(C)c2C)cc1OC (centres undefined)	-1	-3	10	6	-7	98	-4	-0.1	1.3	-14
18	Cc1ccc(C)c(-n2c(C)cc(/C=N/NC(=O)c3c(C)nc4cc(C)ccn34)c2C)c1	-17	-2	-5	-3	-2	103	9	-0.1	0.7	-3
19	CC1CCCN(C(=O)c2cc(-c3ccco3)nc3ccccc23)C1 (centres undefined)	7	0	-3	-3	2	99	16	-0.4	-0.3	-3
20	COc1ccccc1C(=O)NCCC(=O)NCC(c1ccccc1)N(C)C (centres undefined)	7	3	1	2	-6	98	5	-0.2	-1.2	-6
21	COc1ccccc1N1CCN(C(=O)c2ccc(C(C)(C)C)cc2)CC1	-8	-4	-9	-3	5	91	4	-0.4	3.9	/
22	CC1(C(=O)NS(=O)(=O)C2CC2)CCN(C(=O)c2ccccc2C(F)(F)F)C1 (centres undefined)	/	8	-8	7	0	84	2	-0.2	-3.3	-5
23	CC(=O)c1ccc(NC(=O)NC2CCCc3ccccc32)cc1 (centres undefined)	1	0	-11	3	-6	103	-6	0.4	-2.7	-2
24	O=C(Nc1nnc(-c2ccncc2)o1)c1ccccc1F	1	3	-9	6	-2	98	6	-0.3	0.3	-7
25	O=C(c1ccco1)N1CCCN(Cc2nc(-c3ccc4c(c3)OCO4)no2)CC1	-2	-1	1	-9	2	99	-4	0.1	-3.2	-25
26	FC(F)(F)c1ccc(-c2nc(=S)[nH][nH]2)cc1	7	2	-2	0	11	96	11	0.0	-0.3	-4
27	O=C(O)CSCCC(=O)Nc1ccc(F)cc1	-1	0	-3	-1	-2	101	14	0.3	0.0	-9
28	Cc1cc(C)c(S(=O)(=O)Nc2cccc(S(=O)(=O)NC3=NCCC3)c2)c(C)c1	-13	1	-3	15	-3	100	11	-0.2	-2.8	4
29	O=C(O)CC1(CC(=O)Nc2ccc3ccccc3c2)CCCCC1	3	1	1	0	0	100	7	0.0	-1.1	-4
30	Cc1cc(OC(C)C(=O)NCCCn2ccnc2)c2c(C)c(C)c(=O)oc2c1 (centres undefined)	-2	5	-8	3	-5	88	2	-0.1	-1.2	-14
31	COc1ccc(C2=CN3CCCCC3CC2=O)cc1OC (centres undefined)	/	3	-1	-2	8	100	5	-0.3	-0.3	-11
32	OC(CN1CCN(c2ccccc2)CC1)c1c[nH]c2ccccc12 (centres undefined)	25	2	1	5	-9	102	5	-0.5	-2.0	/
33	COc1cc(F)c(C(=O)NC(C)(C)CO)cc1OC	0	3	1	1	5	103	-4	0.0	0.3	-12
34	N#CC1=C(S)N(c2ccccc2)C(c2ccco2)NC1=O (centres undefined)	-6	4	3	5	-2	96	6	-0.1	1.2	-2
35	COc1ccccc1C(=O)NC(=O)COC(=O)c1nccnc1N	6	0	3	8	2	103	20	-0.1	1.2	-6
36	CSc1ccc(S(=O)(=O)N2CCC(C(=O)NC3CC3)CC2)cc1	-6	0	2	2	-9	102	22	0.0	0.8	-3
37	CC#CC[N+](C)(C)CC(=O)c1ccccc1	1	0	5	3	1	95	13	-0.1	2.9	-2
38	CCOc1ccccc1N1CC(C(=O)Nc2ccccc2N2CCOCC2)CC1=O (centres undefined)	/	0	2	2	-1	99	1	-0.3	1.4	-5
39	O=C(COC(=O)c1cc(-c2ccccn2)nc2ccccc12)Nc1ncc(C(F)(F)F)cc1Cl	0	1	-3	-2	-1	101	16	-0.1	-1.2	-5
40	O=c1nc2scc(-c3ccccc3)n2c2ccccc12	1	-2	12	9	3	93	-15	0.3	0.1	-9
41	O=C(Nc1sc2c(c1C(=O)NCc1ccco1)CCCC2)c1ccc2c(c1)OCO2	13	2	-4	4	-6	98	11	0.5	-1.7	-4
42	COc1cc(Cl)ccc1OCc1cc(C(=O)NCc2cc(C(C)C)no2)no1	4	-2	-3	-1	4	95	1	0.3	-1.8	-5
43	O=C(CN1CCN(CC(=O)Nc2ccc(F)cc2)CC1)NCC1(N2CCOCC2)CCCCC1	-2	1	5	1	2	97	-6	-0.2	-1.4	-6
44	Cc1ccc(SCc2ccc(C(=O)Nc3cccc([N+](=O)[O-])c3C)cc2)cc1	4	-3	-4	-8	-17	92	4	0.1	23*	-7
45	CCn1cc(C(=O)N(CCCN2CCOCC2)Cc2ccco2)c(=O)c2ccc(C)nc21	22	0	7	10	4	97	2	-0.2	-1.6	/
46	Cc1ccc2nc3n(c(=O)c2c1)-c1cc2ccccc2cc1C(=O)NC3Cc1ccc(O)cc1 (centres undefined)	-3	13	29	16	-10	104	26	-0.3	0.0	-3
47	NCCNC(=O)Cc1cccc(NC(=O)Cc2ccc(Nc3ncnc4c3ncn4[C@@H]3O[C@H](CO)[C@@H](O)[C@H]3O)cc2)c1	-3	-1	-5	2	4	104	8	0.1	0.6	-5
48	CC(=O)Nc1ccc2nc(N)sc2c1	/	1	2	1	-1	96	-4	-0.2	-2.6	/
49	O=C(CCC(=O)n1ncc2ccccc21)NCc1ccccc1Cl	1	-1	/	0	9	97	5	1.2	-0.9	-5
50	c1ccc([C@H]2CN3CCSC3=N2)cc1	0	0	13	6	0	100	-1	-0.2	-0.7	-4
51	COc1cc2c(O)cc(C(=O)O)c(-c3cc(OC)c(OC)c(OC)c3)c2cc1OC	4	0	-7	4	-4	102	9	0.2	-0.2	-6
52	CC(NC(=O)CSc1nc2ccccc2c(=O)[nH]1)c1ccccc1 (centres undefined)	/	4	-19	19	-5	114	3	0.0	-0.9	/
53	CCCCN(CC)CCNC(=O)c1cc2cc3ccc(Cl)cc3nc2o1	-3	2	2	-3	-3	i	-1	0.6	-0.3	-18
54	CCCCN(C(=O)CSc1nnc2ccccn12)c1c(N)n(Cc2ccccc2)c(=O)[nH]c1=O	/	3	-12	-1	1	106	1	-0.2	-2.2	-3
55	CCC(C)(C)NC(=O)CN(C(=O)C(=O)Nc1ccc2c(c1)OCCO2)N1CCOCC1	-5	2	4	-6	16*	97	5	0.0	0.7	-3
56	CC1=C(C(=O)OCc2ccccc2)C(c2ccc3ccccc3c2)NC(=O)N1CCCC(=O)O (centres undefined)	-4	6	-1	-3	2	101	7	-0.5	-0.7	-10

An excerpt from above with just CaV13 ICDI inh, aDG glyco act and PDI inh:
cpd	Structure	CaV13 ICDI inh	aDG glyco act	PDI inh
51	COc1cc2c(O)cc(C(=O)O)c(-c3cc(OC)c(OC)c(OC)c3)c2cc1OC	-6	0.2	-7
54	CCCCN(C(=O)CSc1nnc2ccccn12)c1c(N)n(Cc2ccccc2)c(=O)[nH]c1=O	-3	-0.2	-12

3 entries drawn at random from those above:
#	SMILES	Vif inh	Glyco luc inh	PDI inh	H9c2 protect	HTR2A ag	ABCB6 inh 2	MC4R antagonist	aDG glyco act	MC4R ag barr	CaV13 ICDI inh
50	c1ccc([C@H]2CN3CCSC3=N2)cc1	0	0	13	6	0	100	-1	-0.2	-0.7	-4
47	NCCNC(=O)Cc1cccc(NC(=O)Cc2ccc(Nc3ncnc4c3ncn4[C@@H]3O[C@H](CO)[C@@H](O)[C@H]3O)cc2)c1	-3	-1	-5	2	4	104	8	0.1	0.6	-5
55	CCC(C)(C)NC(=O)CN(C(=O)C(=O)Nc1ccc2c(c1)OCCO2)N1CCOCC1	-5	2	4	-6	16*	97	5	0.0	0.7	-3

Source: PubChem
